SENP8 block: inhibitors of human SENP8 protease | inhibition, % at 20 µM | Q96LD8 | recombinant SENP8, Nedd8 substrate fluorescence | actives 0.64% (n = 360,000) | AID 602440; in the data active = inhibition mostly above about 40%, no sharp cut-off; inactive = mostly below about 27%
Target sequence (Q96LD8 whole entry, looked up): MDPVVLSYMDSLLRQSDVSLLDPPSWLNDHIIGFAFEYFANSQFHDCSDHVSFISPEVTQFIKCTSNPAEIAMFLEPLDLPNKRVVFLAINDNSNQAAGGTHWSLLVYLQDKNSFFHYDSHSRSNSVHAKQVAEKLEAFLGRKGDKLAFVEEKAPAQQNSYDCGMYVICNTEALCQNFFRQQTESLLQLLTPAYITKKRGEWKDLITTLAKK
ATG4B inhibitor: ATG4B (human) cysteine protease inhibition; Q9Y4P1; inhibition, % at 8.33 µM; ATG4B cleavage of LC3-PLA2, NBD-HPC fluorescence, 1 h; actives 0.51% (n = 340,000); in the data active = inhibition above about 40%
NR3A LBD binder: modulates the human NR3A ligand-binding domain; NR3A LBD differential scanning fluorimetry, Tm shift; 0% = protein alone, 100% = glycine-bound protein; Tm shift relative to glycine control, % at 25 µM; actives 2.5% (n = 340,000);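 active = melting temperature shift of at least 10% of the positive control shift, at one fixed dose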
HKDC1 inhibitor: inhibitors of human hexokinase HKDC1; Q2TB90; recombinant HKDC1, G6PDH/diaphorase resazurin coupled fluorescence; inhibition, % at 20 µM; actives 0.16% (n = 340,000); AID 493160;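 active = inhibition above about 35% when tested at 20 µM, limit read from the data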;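 note: plate controls were DMSO wells with enzyme for no effect and DMSO wells lacking enzyme for full effect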
Target sequence (Q2TB90 whole entry, looked up): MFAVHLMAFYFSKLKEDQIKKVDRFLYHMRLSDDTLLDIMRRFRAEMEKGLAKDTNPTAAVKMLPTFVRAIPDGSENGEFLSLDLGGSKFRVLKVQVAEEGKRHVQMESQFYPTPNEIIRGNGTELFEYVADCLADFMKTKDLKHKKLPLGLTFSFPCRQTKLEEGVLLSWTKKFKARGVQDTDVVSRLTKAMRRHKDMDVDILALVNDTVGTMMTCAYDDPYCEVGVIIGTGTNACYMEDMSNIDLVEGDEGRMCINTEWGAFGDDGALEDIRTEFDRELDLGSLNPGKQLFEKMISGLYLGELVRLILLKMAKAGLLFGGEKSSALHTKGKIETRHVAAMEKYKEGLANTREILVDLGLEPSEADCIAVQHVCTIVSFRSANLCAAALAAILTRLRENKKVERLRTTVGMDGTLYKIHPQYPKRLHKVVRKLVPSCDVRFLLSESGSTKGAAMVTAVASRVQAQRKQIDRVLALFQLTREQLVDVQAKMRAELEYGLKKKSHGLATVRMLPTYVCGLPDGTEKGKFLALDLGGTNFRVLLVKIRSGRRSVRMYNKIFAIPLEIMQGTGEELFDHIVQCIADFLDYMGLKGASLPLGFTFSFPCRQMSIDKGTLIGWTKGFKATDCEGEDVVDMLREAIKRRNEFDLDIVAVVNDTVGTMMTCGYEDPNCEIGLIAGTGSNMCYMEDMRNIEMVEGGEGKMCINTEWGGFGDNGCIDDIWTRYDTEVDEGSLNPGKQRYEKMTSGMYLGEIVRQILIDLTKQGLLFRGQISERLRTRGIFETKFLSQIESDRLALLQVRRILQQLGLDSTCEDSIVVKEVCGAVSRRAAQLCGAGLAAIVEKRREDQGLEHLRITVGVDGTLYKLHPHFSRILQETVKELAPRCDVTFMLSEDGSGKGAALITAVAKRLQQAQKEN
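Incubation: 90 min at room temperature in dark / Material: recombinant HKDC1 (HK5) hexokinase enzyme, produced in-house / Quantity: enzyme 5 µg/mL final / Compound: one dose of 20 µM, 1% DMSO / Reagent: glucose and ATP substrates / Buffer or medium: Tris pH 8.0 buffer with MgCl2, Tween-20, BSA, BME / Technique: resorufin fluorescence at 613 nm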
SENP6 block: inhibitors of human SENP6 protease; inhibition, % at 10 µM; actives 1.8% (n = 330,000); Recombinant SENP6 catalytic domain, aminoluciferin luminescence; Q9GZR1;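 active = inhibition above about 50% at the single tested dose, limit read from the data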;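 note: plate controls were DMSO wells with enzyme for no effect and DMSO wells lacking enzyme for full effect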
MPTP block: blocks calcium-induced mitochondrial swelling; inhibition, % at 10 µM; isolated mouse mitochondria, Ca2+ swelling absorbance, 30 min; actives 1.4% (n = 360,000); AID 602449;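 active = inhibition of 50% or more, scaled per plate between neutral and stimulator controls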;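 note: 0% = DMSO wells given calcium and 100% = 1 mM EGTA wells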
SENP7 inh: blocks the human protease SENP7 | Q9BQF6 | actives 1.5% (n = 330,000) | inhibition, % at 5 µM | recombinant SENP7, Z-RLRGG-aminoluciferin luminescence, 40 min | AID 434973;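 active = inhibition above about 50% at the single test dose, limit read from the data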;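 note: plate controls were DMSO with enzyme for no effect and no enzyme buffer wells for full effect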
PfGluPho inh: PfG6PD (Plasmodium falciparum) enzyme inhibition. actives 0.78% (n = 350,000). inhibition, % at 20 µM. PfGluPho enzyme, NADPH resazurin-diaphorase fluorescence;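 active = inhibition reaching at least a set limit at 20 µM in the primary screen, cut at about 59% in these data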;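 note: 0% = DMSO wells with substrate and 100% = DMSO wells lacking glucose-6-phosphate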
An asterisk follows results filed as active; / = not tested or not shown.

(1) Cn1cccc1C(=O)Nc1nccs1
(2) CS(=O)(=O)c1cc([N+](=O)[O-])c(Sc2nc3ccccc3[nH]2)c([N+](=O)[O-])c1
(3) CC1CC(C)(C)CC2(C1)NC(=O)N(CC(=O)N(C)Cc1nc3ccccc3c(=O)[nH]1)C2=O (stereo unspecified)
(4) CCN(CC)C(=O)Cn1cc(C(=O)C(=O)NCc2ccco2)c2ccccc21
(5) CNC(=S)N/N=C/c1c2ccccc2c(Cl)c2ccccc12
(6) Cc1cc(C(=O)N2CCN(C(=O)c3ccco3)CC2)ccc1[N+](=O)[O-]
(7) CCCn1c(N)cc(=O)n(C)c1=O
(8) O=S(=O)(NCCc1csc(-c2cccnc2)n1)c1ccc(Cl)s1
Screen / compound no.	1	2	3	4	5	6	7	8
SENP8 block	16	37	-6	7	-106	-2	4	-12
SENP7 inh	22	-3	-4	10	9	-3	-4	-3
PfGluPho inh	-11	55	17	2	22	6	-16	22
HKDC1 inhibitor	-5	8	-4	-3	-2	8	-9	-3
NR3A LBD binder	1	1	0	-1	-3	1	-3	4
MPTP block	-3.6	-4.9	-2.9	0.5	-0.6	-2.2	-1.0	7.4
SENP6 block	23	-8	-8	-3	5	-19	10	-8
ATG4B inhibitor	-5	-4	-2	-2	0	-3	7	-12

(9) CCOC(=O)NC(=O)COC(=O)CCCc1nc2ccccc2s1
(10) COc1ccc(S(=O)(=O)N(C)C)cc1NC(=O)c1ccc2c(c1)OCCO2
(11) CCOC(=O)c1ccc(-n2c(CN3CCN(CC)CC3)nc3ccc([N+](=O)[O-])cc3c2=O)cc1
(12) CN(C(=O)CSc1nnc(-c2ccc(OC(F)F)cc2)n1N)C1CCS(=O)(=O)C1 (stereo unspecified)
(13) O=Cc1cccn1-c1ccc2ccccc2c1
(14) COC(=O)COc1cc(Cl)c(C=O)cc1OC
(15) Cc1ccc(S(=O)(=O)N2CCN(CC(=O)N/N=C\c3cccnc3)CC2)cc1
(16) COCCN(CC(=O)Nc1ccccc1C)S(=O)(=O)c1ccc(S(=O)(=O)N2CCCC2)cc1
Screen / compound no.	9	10	11	12	13	14	15	16
SENP8 block	1	8	41*	2	2	-20	4	31
SENP7 inh	3	7	8	-7	5	-5	10	3
PfGluPho inh	-21	-1	-4	4	12	-16	-10	3
HKDC1 inhibitor	-4	-3	2	-7	-9	-5	-3	-2
NR3A LBD binder	1	-3	1	2	-2	-1	-4	-1
MPTP block	-1.1	-0.9	-0.4	0.8	-0.1	-1.7	-2.1	-7.3
SENP6 block	10	-16	4	-14	-8	-18	9	-18
ATG4B inhibitor	-8	-11	-2	5	5	1	3	-6

(17) COc1ccc(CNC(=O)C2CCN(C(=O)c3ccco3)CC2)cc1
(18) O=C1[C@H](Cc2ccccc2)NCC=CC[C@@H](c2ccco2)N1Cc1ccccc1
(19) O=C(CCCCl)NC1=NN(c2ccccc2)C(=O)C1
(20) Cc1ccc(NC(=O)c2cc(S(=O)(=O)N3CCCCC3)ccc2N2CCOCC2)cc1S(=O)(=O)N(C)C
(21) CCN1C(=O)N[C@@H](c2ccccc2)[C@@H](C(=O)OC)[C@H]1C
(22) O=C(O)CN1CCN(Cc2ccc(F)cc2)C1=O
(23) CSC1=NCCN1C(=O)COc1ccc2ccccc2c1
(24) COc1ccc(OC)c(/C(C)=N/Nc2ccc(C(=O)O)cc2)c1
Screen / compound no.	17	18	19	20	21	22	23	24
SENP8 block	3	7	-12	-3	6	21	12	-8
SENP7 inh	-2	/	/	/	-7	3	5	7
PfGluPho inh	-7	12	-4	2	4	-5	-73	-8
HKDC1 inhibitor	-3	-2	2	-2	-4	-1	8	1
NR3A LBD binder	0	-2	-8	1	-1	1	0	-1
MPTP block	-2.1	0.3	2.8	-1.6	-2.1	-0.5	-0.9	0.5
SENP6 block	-3	/	/	/	-11	-12	0	-6
ATG4B inhibitor	1	20	0	-6	-4	0	5	-7

(25) CC(C)(C)c1ccc(C2(C)NC(=O)N(CC(=O)Nc3ccc4c(c3)OCO4)C2=O)cc1 (stereo unspecified)
(26) Cc1c(NC(=O)c2cc(-c3ccccc3)on2)c(=O)n(-c2ccccc2)n1C
(27) O=C(N=C1SC2CS(=O)(=O)CC2N1c1cccc(Cl)c1Cl)C1CCCO1 (stereo unspecified)
(28) Cc1ccc2c(c1)C(=O)C(=O)N2CC(=O)OC(C)C
(29) COc1cccc(C2CC(c3ccccc3)Nc3ncnn32)c1 (stereo unspecified)
(30) O=C1S/C(=C\C=C\c2ccco2)C(=O)N1c1ccc(O)cc1
(31) COc1cc(OC)c2c(-c3ccccc3)cc(=O)oc2c1C(CCN1CCOCC1)c1ccc(N(C)C)cc1 (stereo unspecified)
(32) OC(CNCCc1ccc(Cl)cc1)COc1ccc2ccccc2c1 (stereo unspecified)
Screen / compound no.	25	26	27	28	29	30	31	32
SENP8 block	24	8	6	26	5	15	-28	18
SENP7 inh	4	-4	-5	4	-8	0	5	/
PfGluPho inh	16	0	-7	-5	-12	26	18	14
HKDC1 inhibitor	9	-6	-2	9	-8	-3	0	6
NR3A LBD binder	-3	3	-4	0	-4	2	-1	-2
MPTP block	2.3	-0.8	-0.7	-6.3	-2.3	11	0.1	14
SENP6 block	-7	11	-2	8	-14	3	/	/
ATG4B inhibitor	-11	1	1	-6	-4	10	13	-15

(33) O=[N+]([O-])c1cc(C(F)(F)F)ccc1NCCNC(=S)Nc1ccc(Cl)cc1
(34) O=[N+]([O-])c1ccc(Nc2nccc(Cl)n2)cc1
(35) CCCn1c(C(C)Nc2nc(-c3ccc(C)cc3)cs2)nc2cc(Cl)c(Cl)cc21 (stereo unspecified)
(36) O=C(CC1(O)C(=O)N(CCc2ccccc2)c2ccccc21)c1ccccn1 (stereo unspecified)
(37) Cc1cccc(C(=O)Nc2nnc(Cc3c[nH]c4ccccc34)s2)c1
(38) COc1ccc2nc(C)cc(NCc3cccc(C(F)(F)F)c3)c2c1
(39) Cc1ccc2nc(-c3cccnc3)c(Nc3ccccc3C)n2c1
(40) O=C(Nc1ccc(N2CCN(C(=O)c3ccccc3)CC2)c(Cl)c1)c1cccnc1
Screen / compound no.	33	34	35	36	37	38	39	40
SENP8 block	-117	7	12	3	-41	-308	-455	11
SENP7 inh	-8	2	0	9	6	-2	-8	-3
PfGluPho inh	8	14	27	-4	-16	8	27	18
HKDC1 inhibitor	0	-6	-1	4	4	0	-4	3
NR3A LBD binder	15*	1	3	-1	-7	-2	-2	9
MPTP block	94*	1.4	3.6	-0.6	0.4	7.1	0.3	1.6
SENP6 block	-29	3	-3	-6	-20	14	-3	14
ATG4B inhibitor	2	-7	-11	4	31	12	-2	-16

(41) COCCCNS(=O)(=O)c1ccc(Cl)c(C(F)(F)F)c1
(42) CCOC(=O)N1CCC(NS(=O)(=O)c2ccc(C)cc2)CC1
(43) CCN(CC)C(=O)N1CCc2ccccc21
(44) COc1cccc(NC(=S)N(CCCN2CCCC2)Cc2ccco2)c1
(45) CCCc1cc(-n2cnc3ccccc32)n2c(nc3ccccc32)c1C#N
(46) COc1nc(N2CCOCC2)nc(C)c1[N+](=O)[O-]
(47) Cc1c(C(=O)N2c3ccccc3CC2C)oc2ccccc12 (stereo unspecified)
(48) O=C(Nc1cccnc1Cl)c1ccc(=O)oc1
Screen / compound no.	41	42	43	44	45	46	47	48
SENP8 block	10	18	-3	21	-193	16	15	-208
SENP7 inh	3	11	4	-7	5	3	62*	-7
PfGluPho inh	-3	-10	5	0	0	0	16	-9
HKDC1 inhibitor	0	3	0	-7	3	-9	-1	-2
NR3A LBD binder	-1	-4	1	0	-2	0	4	-4
MPTP block	1.7	0.9	1.0	-3.0	1.0	-0.7	-2.0	2.0
SENP6 block	-2	-1	-10	-8	-15	20	80*	-5
ATG4B inhibitor	-7	8	-10	-6	-26	30	14	3

(49) O=C1C=C(Nc2ccc(Cl)cc2)C(=O)N1c1ccc(Cl)cc1
(50) O=C(Nc1ccc(-n2cc(Br)cn2)cc1)c1ccncc1
(51) CCc1ccccc1Nc1ccc(C(=O)O)cc1N
(52) Cc1ccc(-n2ncc3c(NCCCOC(C)C)ncnc32)c(C)c1
(53) CCOC(=O)CCCNC(=O)CSc1nc2ccc(OCC)cc2[nH]1
(54) COC(=O)CCCNC(=O)OCc1ccc([N+](=O)[O-])cc1
(55) Cn1c(=O)cc(OCC(=O)N2CCN(c3ccccc3F)CC2)c2ccccc21
(56) Nc1ccc(C(=O)c2cccs2)cc1[N+](=O)[O-]
Screen / compound no.	49	50	51	52	53	54	55	56
SENP8 block	12	-6	-493	-2	8	24	9	30
SENP7 inh	4	0	-4	0	4	-2	1	-12
PfGluPho inh	-14	-5	-28	-5	8	4	10	-14
HKDC1 inhibitor	-10	-6	4	-7	-5	3	6	-7
NR3A LBD binder	3	-1	0	0	4	1	0	-24
MPTP block	-0.1	0.9	62*	-0.3	0.3	-3.2	-0.2	-0.9
SENP6 block	-3	-13	-3	-6	15	-8	7	3
ATG4B inhibitor	7	7	7	1	-9	3	-3	10

(57) CC(C)Cc1nnc(NS(=O)(=O)c2ccc([N+](=O)[O-])cc2)s1
(58) O=C(CCN1C(=O)C2C3CCC(C3)C2C1=O)Nc1cccc(Cl)c1 (stereo unspecified)
(59) COc1ccc(N(CC(=O)N2CCc3ccccc32)S(=O)(=O)c2c(C)nn(C)c2C)cc1
(60) COC(=O)c1cc2sc(Cl)cc2n1CC(=O)NCC1CCCO1 (stereo unspecified)
(61) N/C(=N\OC(=O)c1cc(Br)ccc1Cl)c1cccnc1
(62) COC(=O)/C(=C\c1cccnc1)NC(=O)c1ccc(OCc2ccccc2)cc1
Screen / compound no.	57	58	59	60	61	62
SENP8 block	22	5	20	5	3	10
SENP7 inh	-3	-10	8	0	3	-9
PfGluPho inh	-28	-21	8	17	-15	-9
HKDC1 inhibitor	5	-7	-2	-1	0	-2
NR3A LBD binder	-1	4	-1	-2	5	-4
MPTP block	-0.9	-0.7	-1.3	0.5	-1.2	-0.1
SENP6 block	15	-8	-8	-1	-10	4
ATG4B inhibitor	-3	8	-8	-8	3	-3

Filtered by structure: those above containing a nitro group on carbon.
(2) CS(=O)(=O)c1cc([N+](=O)[O-])c(Sc2nc3ccccc3[nH]2)c([N+](=O)[O-])c1
(6) Cc1cc(C(=O)N2CCN(C(=O)c3ccco3)CC2)ccc1[N+](=O)[O-]
(11) CCOC(=O)c1ccc(-n2c(CN3CCN(CC)CC3)nc3ccc([N+](=O)[O-])cc3c2=O)cc1
(33) O=[N+]([O-])c1cc(C(F)(F)F)ccc1NCCNC(=S)Nc1ccc(Cl)cc1
(34) O=[N+]([O-])c1ccc(Nc2nccc(Cl)n2)cc1
(46) COc1nc(N2CCOCC2)nc(C)c1[N+](=O)[O-]
(54) COC(=O)CCCNC(=O)OCc1ccc([N+](=O)[O-])cc1
(56) Nc1ccc(C(=O)c2cccs2)cc1[N+](=O)[O-]
(57) CC(C)Cc1nnc(NS(=O)(=O)c2ccc([N+](=O)[O-])cc2)s1
Screen / compound no.	2	6	11	33	34	46	54	56	57
SENP8 block	37	-2	41*	-117	7	16	24	30	22
SENP7 inh	-3	-3	8	-8	2	3	-2	-12	-3
PfGluPho inh	55	6	-4	8	14	0	4	-14	-28
HKDC1 inhibitor	8	8	2	0	-6	-9	3	-7	5
NR3A LBD binder	1	1	1	15*	1	0	1	-24	-1
MPTP block	-4.9	-2.2	-0.4	94*	1.4	-0.7	-3.2	-0.9	-0.9
SENP6 block	-8	-19	4	-29	3	20	-8	3	15
ATG4B inhibitor	-4	-3	-2	2	-7	30	3	10	-3

One compound at a time, as listed above. Order of values: SENP8 block | SENP7 inh | PfGluPho inh | HKDC1 inhibitor | NR3A LBD binder | MPTP block | SENP6 block | ATG4B inhibitor
O=S(=O)(NCCc1csc(-c2cccnc2)n1)c1ccc(Cl)s1 across the screens: -12 | -3 | 22 | -3 | 4 | 7.4 | -8 | -12
CNC(=S)N/N=C/c1c2ccccc2c(Cl)c2ccccc12 across the screens: -106 | 9 | 22 | -2 | -3 | -0.6 | 5 | 0
O=C(CCCCl)NC1=NN(c2ccccc2)C(=O)C1 across the screens: -12 | / | -4 | 2 | -8 | 2.8 | / | 0

High-throughput results from PubChem.
